Screens (PubChem BioAssay)
HKDC1 inh: HKDC1 (human) hexokinase inhibition | 340,000 compounds, 0.16% hits | Q2TB90 | inhibition, % at 20 µM | recombinant HKDC1, G6PDH/diaphorase resazurin coupled fluorescence;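 active = inhibition above about 35% when tested at 20 µM, limit read from the data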;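 note: plate controls were DMSO wells with enzyme for no effect and DMSO wells lacking enzyme for full effect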
Target sequence (Q2TB90 whole entry, looked up): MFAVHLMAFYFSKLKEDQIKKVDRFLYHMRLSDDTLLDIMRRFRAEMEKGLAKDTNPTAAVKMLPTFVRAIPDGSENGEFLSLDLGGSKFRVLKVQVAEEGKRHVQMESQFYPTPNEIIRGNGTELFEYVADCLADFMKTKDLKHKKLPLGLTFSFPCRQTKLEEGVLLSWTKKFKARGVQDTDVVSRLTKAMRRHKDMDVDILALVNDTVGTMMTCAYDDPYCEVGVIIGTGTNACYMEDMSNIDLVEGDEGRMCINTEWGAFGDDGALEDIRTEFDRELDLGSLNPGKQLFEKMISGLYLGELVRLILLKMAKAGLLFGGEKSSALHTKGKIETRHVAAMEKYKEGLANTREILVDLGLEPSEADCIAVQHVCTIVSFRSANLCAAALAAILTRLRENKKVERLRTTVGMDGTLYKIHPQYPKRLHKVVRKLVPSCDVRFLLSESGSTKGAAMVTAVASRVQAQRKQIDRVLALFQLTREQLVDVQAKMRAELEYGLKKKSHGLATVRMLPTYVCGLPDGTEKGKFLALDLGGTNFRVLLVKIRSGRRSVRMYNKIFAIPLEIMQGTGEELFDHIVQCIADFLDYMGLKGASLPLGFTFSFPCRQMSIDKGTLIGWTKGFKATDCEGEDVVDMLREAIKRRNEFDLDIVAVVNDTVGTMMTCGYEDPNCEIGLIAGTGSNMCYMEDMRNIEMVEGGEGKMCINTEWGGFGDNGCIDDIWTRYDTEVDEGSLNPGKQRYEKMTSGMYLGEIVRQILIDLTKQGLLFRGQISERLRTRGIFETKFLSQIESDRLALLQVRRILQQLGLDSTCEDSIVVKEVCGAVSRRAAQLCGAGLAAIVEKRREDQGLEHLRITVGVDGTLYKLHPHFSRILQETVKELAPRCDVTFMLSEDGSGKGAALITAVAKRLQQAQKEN
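test system = in-house recombinant HK5 (HKDC1) enzyme | amount = HKDC1 at 5 µg/mL | control set = DMSO-enzyme wells negative, buffer-substituted wells positive | compound = one dose of 20 µM, 1% DMSO | schedule = reaction time 90 min, room temperature, protected from light | technique = resorufin fluorescence at 613 nm | reagent = glucose with 1 mM ATP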
MPTP inh: blocks calcium-induced mitochondrial swelling; isolated mouse mitochondria, Ca2+ swelling absorbance, 30 min; inhibition, % at 10 µM; 360,000 compounds, 1.4% hits; AID 602449;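 active = inhibition of 50% or more, scaled per plate between neutral and stimulator controls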;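 note: 0% = DMSO wells given calcium and 100% = 1 mM EGTA wells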
SENP8 inh: blocks human SENP8 cleavage of Nedd8 substrate; recombinant SENP8, Nedd8 substrate fluorescence; inhibition, % at 20 µM; 360,000 compounds, 0.64% hits; in the data active = inhibition mostly above about 40%, no sharp cut-off; inactive = mostly below about 27%
SENP6 block: inhibitors of human SENP6 protease; Recombinant SENP6 catalytic domain, aminoluciferin luminescence; inhibition, % at 10 µM; 330,000 compounds, 1.8% hits; AID 2599;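 active = inhibition above about 50% at the single tested dose, limit read from the data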;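 note: plate controls were DMSO wells with enzyme for no effect and DMSO wells lacking enzyme for full effect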
ATG4B inh: inhibitors of human ATG4B cysteine protease; 340,000 compounds, 0.51% hits; Q9Y4P1; AID 504462; ATG4B cleavage of LC3-PLA2, NBD-HPC fluorescence, 1 h; inhibition, % at 8.33 µM; in the data active = inhibition above about 40%
NR3A LBD binder: modulators (binders) of human NR3A ligand-binding domain; Tm shift relative to glycine control, % at 25 µM; 340,000 compounds, 2.5% hits; NR3A LBD differential scanning fluorimetry, Tm shift; 0% = protein alone, 100% = glycine-bound protein;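 active = melting temperature shift of at least 10% of the positive control shift, at one fixed dose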
SENP7 inh: blocks the human protease SENP7. recombinant SENP7, Z-RLRGG-aminoluciferin luminescence, 40 min. inhibition, % at 5 µM. 330,000 compounds, 1.5% hits;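 active = inhibition above about 50% at the single test dose, limit read from the data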;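 note: plate controls were DMSO with enzyme for no effect and no enzyme buffer wells for full effect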
PfGluPho inh: PfG6PD (Plasmodium falciparum) enzyme inhibition; PfGluPho enzyme, NADPH resazurin-diaphorase fluorescence; inhibition, % at 20 µM; 350,000 compounds, 0.78% hits;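 active = inhibition reaching at least a set limit at 20 µM in the primary screen, cut at about 59% in these data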;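 note: 0% = DMSO wells with substrate and 100% = DMSO wells lacking glucose-6-phosphate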
An asterisk follows results filed as active; x = no result given; & = joins results of further samples.

SMILES	HKDC1 inh	MPTP inh	SENP8 inh	SENP6 block	ATG4B inh	NR3A LBD binder	SENP7 inh	PfGluPho inh
O=C(Cc1ccccc1)NCC(=O)N1CCCCCC1	9	-0.3	5	9	1	0	7	5
CC(C)(C)OC(=O)N1CCC(c2cc(-c3cccs3)n[nH]2)CC1	-3	-1.9	14	15	-18	0	3	-1
Fc1ccccc1-c1nc(NCc2ccco2)c2ccccc2n1	-8	4.8	2	-3	3	-6	11	-2
O=C(CCCc1ccccc1)Nc1ccnn1C1CCN(Cc2ccc(CO)o2)CC1	-5	-0.5	9	-3	8	-1	2	-7
COCC(=O)N1CCCC(C(=O)c2ccc3c4c(cccc24)CC3)C1 (stereo unspecified)	10	2.9	-92	8	2	0	-6	4
O=C(CSc1nnc(NC(=O)c2ccco2)s1)NC1CCCC1	-3	-3.2	-20	-18	3	0	-6	-22
NC(=O)c1ccccc1NCC(=O)c1ccc(Cl)cc1	-10	0.3	-269	1	12	1	-4	-135
COc1ccccc1NC(=O)CSC(N)=O	-14	-1.1	46*	-10	-13	4	-4	20
Cc1ccc(/C(O)=C2\C(=O)C(=O)N(C)C2c2ccc(F)cc2)cc1 (stereo unspecified)	-1	0.3	-6	-15	2	0	-2	18
O=C(Nc1cc(S(=O)(=O)N2CCOCC2)ccc1N1CCOCC1)C1CCCO1 (stereo unspecified)	-15	-0.5	17	-20	-7	-1	-9	-4
Cc1ccn(CC(=O)O)c(=O)c1	5	-1.1	26	-4	-6	-3	-3	-7
COc1ccc(-n2ncc3c(=O)n(CC(C)=O)cnc32)cc1	-7	0.1	-23	-3	2	-3	-8	-1
Nc1ccn(C2OC(COP(=O)(O)O)C(O)C2O)c(=O)n1 (stereo unspecified)	0	0.6	-1	x	3	0	x	-17
CN1CCN(C(=O)CN(Cc2ccc(Cl)cc2)S(C)(=O)=O)CC1	-4	2.8	20	-3	8	0	-7	-13
COc1ccc(C(CC(=O)N2CCCC(C)C2)c2c(OC)cc(OC)c3ccc(=O)oc23)cc1 (stereo unspecified)	1	-0.4	-498	-15	-11	0	-6	1
COc1ccc(OC)c(N(CC(=O)NCCSCc2ccco2)S(=O)(=O)c2ccccc2)c1	-4	-0.9	3	-15	-3	-1	-6	0
NS(=O)(=O)c1ccc(CCNC(=O)C(=O)c2c[nH]c3ccccc23)cc1	-8	0.3	4	-2	-4	-1	2	-4
CN(C)S(=O)(=O)c1ccc(=S)[nH]c1	-1	-1.2	17	9	-3	1	-1	56
O=C(Nc1ccc(Oc2ccccc2)cc1)N[C@@H](Cc1ccccc1)C(=O)O	0	0.6	18	4	-5	1	0	-31
CCC(=O)N1CCCc2cc(S(=O)(=O)N3CCC(N4CCCCC4)CC3)ccc21	-5	-1.5	20	-1	-14	1	12	-15

Part of the list above, limited to HKDC1 inh and NR3A LBD binder:
canonical_smiles | HKDC1 inh | NR3A LBD binder
CN(C)S(=O)(=O)c1ccc(=S)[nH]c1 | -1 | 1
O=C(Nc1cc(S(=O)(=O)N2CCOCC2)ccc1N1CCOCC1)C1CCCO1 (stereo unspecified) | -15 | -1
COc1ccc(-n2ncc3c(=O)n(CC(C)=O)cnc32)cc1 | -7 | -3
O=C(CCCc1ccccc1)Nc1ccnn1C1CCN(Cc2ccc(CO)o2)CC1 | -5 | -1

Next section
SMILES	HKDC1 inh	MPTP inh	SENP8 inh	SENP6 block	ATG4B inh	NR3A LBD binder	SENP7 inh	PfGluPho inh
O=C(CNC(=O)c1cccs1)NCC(=O)OCc1cccc(Cl)c1	-6	-2.0	9	-17	-1	-1	3	-18
COc1ccc(-c2csc(N3CCN(Cc4ccc5c(c4)OCO5)CC3)n2)cc1	14	1.0	11	-8	-4	0	-1	8
O=C(Nc1ccccc1OC(F)F)c1ccc(S(=O)(=O)N2CCOCC2)cc1	-2	-0.5	8	5	-1	-1	0	-3
Cc1nc(-c2ccc(F)cc2)c(CC(=O)N(C)CC(=O)Nc2ccc(Br)cc2C)s1	4	-0.4	10	-5	1	5	3	1
COc1ccc(S(=O)(=O)N2CCOCC2)cc1C(=O)NCc1c(C)nn(Cc2ccccc2)c1C	-3	-0.1	-5	x	-2	-1	x	-7
CCOC(=O)N1CCN(c2nc3c(C)cccn3c(=O)c2C=O)CC1	-1	0.3	-3	7	2	x	1	1
CC1CCN(S(=O)(=O)c2ccc3c(c2)n(C)c(=O)n3C)CC1	-4	-0.9	-1	-7	-3	-1	1	-5
CCOC(=O)c1cnn(Cc2ccccc2)c1N	3	-0.2	8	-21	-8	3	-4	-1
COC(=O)[C@H](Cc1ccccc1)NC(=O)C1(OC(C)=O)CC(OC(C)=O)C(OC(C)=O)C(OC(C)=O)C1 (stereo partly specified)	-4	0.0	3	-9	-2	-1	-7	-6
O=C(CSc1nc(O)cc(=O)[nH]1)N1c2ccccc2Sc2ccccc21	9	1.3	6	-1	14	-1	4	-12
O=C(Nc1cccnc1)c1ccc2c(c1)C(=O)N(Cc1cccnc1)C2=O	-10	-1.0	1	-22	3	2	-2	-15
CCOC(=O)c1ccc(N=c2sc(C(=O)OC)cc(=O)n2CCCN2CCOCC2)cc1	1&2	0.7&4.4	20&6	3	-10&1	-3&-1	2	35&8
Cc1cc(Cl)cc(Cl)c1OCCOc1cccc2cccnc12	2	6.3	-146	-11	-2	-12	-11	40
COc1cc(-c2nnc(NC(=O)c3ccco3)o2)cc(OC)c1OC	-1	-0.6	1	-3	4	1	4	-14
COC(=O)c1ccc(NC(=O)CCN2CCOCC2)cc1	-4	0.3	14	-5	-3	1	5	-4
COC(=O)C1=C(C)N(Cc2ccccc2)C(=NCC2CC2)N[C@H]1c1ccccc1	1	0.7	-121	-17	6	-1	9	-5
Cc1nc2ccc(C(=O)OCC(=O)N(C)c3ccccc3)cc2nc1C	-5	0.2	9	-6	-3	2	-10	-9
CCOC(=O)/C(C#N)=C/c1cc(C)n(-c2ccccc2)c1C	1	0.9	-232	1	2	2	-7	7
COc1cc(/C=C/c2ccc3cccc(OC)c3n2)c(OC(C)=O)c([N+](=O)[O-])c1	3	8.7	9	4	10	9	1	6
CC(C)=CCCC1=CCC(/C(C)=N/NC(N)=O)CC1 (stereo unspecified)	-2	-1.4	14	-5	-2	0	5	2
CCOC(=O)N1CCC(Nc2c(NCCCN(CC)c3cccc(C)c3)c(=O)c2=O)CC1	-1	-0.2	18	8	-9	0	7	-1
Cn1cc(CN2CCC(n3nccc3NC(=O)Cc3ccccc3)CC2)cn1	-11	-0.7	2	6	4	8	1	19
O=C(CN1C(=O)NC(CCc2ccccc2)C1=O)NC1CC1 (stereo unspecified)	-9	-0.9	10	-1	-1	2	-2	-2
CN(C)C(CNC(=O)CSc1nc2sc3c(c2c(=O)n1C)CCC3)c1ccccc1 (stereo unspecified)	-1	1.9	10	9	-11	4	-7	4
O/N=C/c1cccnc1Sc1ccccc1	-12	-0.5	-8	-3	0	-5	-7	-14
O=[N+]([O-])c1cc(Br)c2nsnc2c1N1CCOCC1	3	1.0	25	7	6	0	-8	-13
COc1ccc(C(c2c(O)nc[nH]c2=O)c2c(O)nc[nH]c2=O)cc1	-5	x	x	-18	-10	1	-1	-1
O=C(O)c1cc(S(=O)(=O)NC2CCCc3ccccc32)ccc1O (stereo unspecified)	-9	0.3	-17	-11	3	-2	1	-29
Cc1oc(/N=C/c2ccc(F)cc2)c(C#N)c1C	5	-0.4	5	45	-6	-5	9	13
COc1ccc(C(=O)Nc2cc(-c3nn4c(C)nnc4s3)ccc2C)cc1	-2	-0.6	-10	-3	-8	-2	-5	12
O=C(OCC(=O)N1CCCC1=O)c1cccc([N+](=O)[O-])c1	-5	-0.7	12	11	-2	-1	3	5
CCN(CC)S(=O)(=O)c1ccc(C(=O)OCCNC(=O)c2cccnc2)cc1	-2	-1.3	13	-6	-2	1	-10	-8
CCCc1cc(=O)[nH]c2nnc(SCC(=O)NCc3ccc4c(c3)OCO4)n12	-5	-1.2	-6	-8	4	2	-2	-8
CCC1(C)Cc2nc(Cl)c(C#N)cc2CO1 (stereo unspecified)	0	-1.8	-7	4	-3	1	-13	14
CCc1ccc(C(=O)CN2CCSC2=N)cc1	-4	0.5	-6	25	9	-1	19	27
Cc1cccc(OCC(O)Cn2c(N3CCCCC3)nc3c2c(=O)[nH]c(=O)n3C)c1 (stereo unspecified)	6	-0.1	13	-2	3	-2	-2	-16
Cc1ccsc1/C=N/NC(=O)c1nnn(-c2nonc2N)c1CSc1ccccc1	-2	-0.1	-21	-2	-13	36*	-1	6
COc1ccccc1-c1nnc(SC(C)C(=O)O)n1-c1ccccc1 (stereo unspecified)	-8	0.7	1	0	-5	-1	5	3
CCc1nnc(NC(=O)c2cccc(S(=O)(=O)N3CCCC3)c2)s1	1	-1.4	3	-2	-5	0	1	-4
O=C(N/N=C/c1ccco1)C(O)c1ccccc1 (stereo unspecified)	-3	0.8	12	-9	8	1	2	1

Sorted by heavy-atom count (lowest first): part of the list above.
SMILES	HKDC1 inh	MPTP inh	SENP8 inh	SENP6 block	ATG4B inh	NR3A LBD binder	SENP7 inh	PfGluPho inh
CCC1(C)Cc2nc(Cl)c(C#N)cc2CO1 (stereo unspecified)	0	-1.8	-7	4	-3	1	-13	14
O=C(O)c1cc(S(=O)(=O)NC2CCCc3ccccc32)ccc1O (stereo unspecified)	-9	0.3	-17	-11	3	-2	1	-29
CCN(CC)S(=O)(=O)c1ccc(C(=O)OCCNC(=O)c2cccnc2)cc1	-2	-1.3	13	-6	-2	1	-10	-8

Further entries
SMILES	HKDC1 inh	MPTP inh	SENP8 inh	SENP6 block	ATG4B inh	NR3A LBD binder	SENP7 inh	PfGluPho inh
Cc1cc(NC(=O)c2cccs2)ccc1NC(=O)Cc1ccccc1	15	-0.9	-1	-5	-10	0	9	-4
COc1ccc2nc(SCC(=O)Nc3ccc4c(c3)CCC4)[nH]c2c1	-5	10	9	-14	-18	-2	3	8
CCCNC(=O)C1(CC2CC(c3ccccc3)=NO2)CCNCC1 (stereo unspecified)	-6	1.1	7	-6	-7	1	6	13
CC1(C)CC(=O)C=C(N=CC2=C(O)CC(C)(C)CC2=O)C1	0	-0.8	13	-5	3	-4	-9	14
COc1nnc(-c2ccc(C)c(S(=O)(=O)NC(C)C)c2)c2ccccc12	3	0.2	10	1	-14	0	1	10
